CHT inh = inhibits the human high affinity choline transporter; Q9GZV3; CHT-expressing cells, membrane potential dye, choline response; active compounds read low; B-score at 10 µM; 310,000 compounds, 0.86% hits; AID 488975;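 active means B-score over 3 SD under the library average, and starting fluorescence ratio not unusually high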;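 further: choline stimulus applied at its EC90 after an EC20 pre-addition; B-score computed on integrated fluorescence ratio after choline addition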
KCNQ2 inh = KCNQ2 potassium channel inhibitors, primary screen, cell-based, CHO-K1, FluxOR thallium flux, B-score (AID 2156); B-score at 10 µM; 310,000 compounds, 1.1% hits; O88943; 20 min; active compounds read low;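 active means fluorescence ratio B-score at most minus 3 library SDs, with starting brightness B-score within 2 library SDs, cut at about -5.5 in these data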
Target sequence (O88943 whole entry, looked up): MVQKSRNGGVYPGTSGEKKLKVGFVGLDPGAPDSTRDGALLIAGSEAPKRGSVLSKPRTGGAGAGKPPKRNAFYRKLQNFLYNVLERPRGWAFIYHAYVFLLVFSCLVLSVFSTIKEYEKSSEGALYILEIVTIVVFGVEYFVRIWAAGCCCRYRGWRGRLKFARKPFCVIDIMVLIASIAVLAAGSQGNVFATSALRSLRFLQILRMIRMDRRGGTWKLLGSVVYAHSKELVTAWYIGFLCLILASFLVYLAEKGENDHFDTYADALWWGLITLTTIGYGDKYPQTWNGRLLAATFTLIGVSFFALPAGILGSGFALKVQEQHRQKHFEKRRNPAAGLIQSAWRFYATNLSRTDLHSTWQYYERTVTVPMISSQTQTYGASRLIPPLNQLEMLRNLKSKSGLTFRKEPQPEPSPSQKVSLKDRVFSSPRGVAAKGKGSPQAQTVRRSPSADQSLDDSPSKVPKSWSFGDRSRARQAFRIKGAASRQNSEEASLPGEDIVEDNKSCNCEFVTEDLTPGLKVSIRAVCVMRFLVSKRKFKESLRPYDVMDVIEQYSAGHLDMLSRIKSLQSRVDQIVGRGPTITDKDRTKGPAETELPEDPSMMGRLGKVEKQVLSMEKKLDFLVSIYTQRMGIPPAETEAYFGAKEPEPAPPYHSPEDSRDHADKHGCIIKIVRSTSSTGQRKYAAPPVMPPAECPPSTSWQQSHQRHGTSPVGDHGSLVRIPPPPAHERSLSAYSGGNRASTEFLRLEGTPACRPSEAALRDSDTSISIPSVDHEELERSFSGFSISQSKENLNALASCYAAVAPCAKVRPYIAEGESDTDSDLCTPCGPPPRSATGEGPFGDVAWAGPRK
The depositor's hits bear a star; i = inactive; · = not tested or not shown.

item	Compound	CHT inh	KCNQ2 inh
1	CCN(C(=O)COC(=O)c1cccnc1Nc1cccc(C(F)(F)F)c1)C1CCS(=O)(=O)C1 (configuration not stated)	i	i
2	CC(Oc1ccc(Cl)cc1Cl)C(=O)Nc1cccc(O)c1 (configuration not stated)	i	i
3	Cc1cn2c(=O)c(C(=O)N3CCN(c4ccccc4F)CC3)cnc2s1	i	i
4	Cc1ccccc1NC(=O)CCCN1C(=O)C2CC=CCC2C1=O (configuration not stated)	i	i
5	Cc1[nH]c2ccccc2c1C(=O)C(C)OC(=O)C1CCC1 (configuration not stated)	i	i
6	COCCNc1nc(-c2cc(C(=O)Nc3ccccc3)on2)cc(C(C)C)n1	i	i
7	Cc1ccc(S(=O)(=O)c2c[nH]c3cc4c(cc3c2=O)OCO4)cc1	i	i
8	N#CC1=C(N)NC(SCc2ccccc2)=C(C#N)C12CCCC2	i	i
9	CC1(C)CC(=O)C2=C(C1)OC1=C(C(=O)CC(C)(C)C1)C2(C)C	i	i
10	Cc1cnc(CN(C)Cc2c(C(=O)N3CCc4ccccc4C3)nc3ccc(Cl)cn23)[nH]1	i	i
11	CSc1ccc(N2C(=O)NC3(CCCCC3)C2=O)cc1	i	i
12	Cc1ccc(C)c(OCC(=O)Nc2ccc(S(=O)(=O)Nc3onc(C)c3C)cc2)c1	i	i
13	CCN1CCCc2cc(CN(CCN3CCOCC3)C(=S)Nc3ccccc3C)ccc21	i	i
14	O=C(NC1CCCCC1)N1CCN(c2ccc([N+](=O)[O-])cc2)CC1	i	i
15	O=C(Nc1ccon1)C12CC3CC(C1)CC(n1cnc([N+](=O)[O-])n1)(C3)C2	i	i
16	COc1ccccc1NC(=O)c1ccc2nc(N3C(=O)CCC3=O)sc2c1	i	i
17	O=C(Nc1ccc(S(=O)(=O)Nc2nccs2)cc1)c1ccc(=O)[nH]c1	i	i
18	O=C(Nc1ccc(Cl)cc1)c1ccc2nsnc2c1	i	i
19	Cc1ccc(NC(=O)C(OC(=O)c2cnc(C)cn2)c2ccccc2)c([N+](=O)[O-])c1 (configuration not stated)	i	i
20	CCOc1ccc(C2Nc3ccc4ccccc4c3-c3c2c(=O)oc2ccccc32)cc1 (configuration not stated)	i	i
21	Cc1c(CC(=O)NCCC(=O)O)c(=O)oc2cc3oc4c(c3cc12)CCCC4	i	i
22	O=C(O)C1CCCCC1C(=O)NCCCN1CCOCC1 (configuration not stated)	i	i
23	COc1ccccc1OCc1ccc(C(=O)N(C)c2ccccc2)o1	i	i
24	Cn1c(=O)c2c(nc(N3CCc4ccccc4C3)n2Cc2ccc(Br)cc2)n(C)c1=O	i	i
25	Cc1ccc(-n2c(=S)[nH]c3sc4c(c3c2=O)CCC4)cc1	i	i
26	Cc1ccc(C(=O)Oc2cccc(NC(=O)c3ccccc3)c2)cc1C	i	i
27	Cc1cccc(C)c1NC(=O)CSc1nc(-c2ccco2)cc(C(F)(F)F)n1	i	i
28	COC(=O)C1(Cc2cc(-c3ccc(OC)cc3OC)no2)CCN(C(=O)OC(C)(C)C)CC1	i	i
29	O=C(CCc1nc2ccccc2[nH]1)NCc1ccc2c(c1)OCO2	i	i
30	Cc1nc(S(=O)(=O)NC2CCCCC2)c(C#N)c(C)c1Cl	i	i
31	O=C(NC1CCCC1)c1ccc(CSc2nc3ccncc3n2Cc2ccc(F)cc2)cc1	i	i
32	COc1ccc(CC2(CO)CCN(Cc3ccc4nsnc4c3)CC2)cc1	i	i
33	CSc1ccc(C(=O)NCC(c2ccco2)N(C)C)cc1[N+](=O)[O-] (configuration not stated)	i	i
34	O=C(C(=O)N1CCN(c2cccc(Cl)c2)CC1)c1c[nH]c2ccccc12	i	i
35	O=C(C1CC1)N1CCc2cc(Br)cc(S(=O)(=O)NCCCN3CCCCC3)c21	i	i
36	COc1cc(/C=C(\NC(C)=O)C(=O)Nc2cccc(O)c2)ccc1OC(C)=O	i	i
37	CCN(CC(=O)NCc1ccncc1)S(=O)(=O)c1ccccc1	i	i
38	Cc1ccccc1C(=O)OCn1nnc2ccccc2c1=O	i	i
39	O=C1NC(SCCCF)=N/C1=C/c1ccc(-n2cncn2)cc1	i	i
40	Cc1cc2[nH]c(=O)c(=O)[nH]c2cc1S(=O)(=O)N1CCN(c2cccc(Cl)c2)CC1	i	i
41	COc1ccccc1C(=O)NC(=O)COC(=O)c1nc(Cl)ccc1Cl	i	i
42	CCCc1nc(NCc2ccccn2)c2nnn(Cc3ccccc3F)c2n1	i	i
43	CC(C)c1cc(N2CCOCC2)n2ncc(-c3ccccc3)c2n1	i	i
44	COc1ccc(N2C(=O)CCC(C(=O)O)C2c2ccc(F)cc2)cc1 (configuration not stated)	i	i
45	Cc1ccc(C)n1-c1cccc(C(=O)Nc2ccccc2)c1	i	i
46	CC(=O)Nc1ccc(NC(=O)C(Sc2ccccc2)c2ccccc2)cc1 (configuration not stated)	i	i
47	COCCN1CCn2c(nc3cc(NC(=O)NC4CCCCC4)ccc32)C1	i	·
48	Cc1ccccc1OCC(=O)Nc1sc2c(c1C#N)CC(C)(C)NC2(C)C	i	i
49	N#CCOc1nc(N2CCCCC2)nc(N2CCCCC2)n1	i	i
50	CCOc1cc(N2CCOCC2)c(OCC)cc1NC(=O)CCC1CCCC1	i	i
51	Cc1ccc(NC(NC(=O)c2ccccc2[N+](=O)[O-])C(Cl)(Cl)Cl)cc1 (configuration not stated)	i	i
52	Cc1ccc(N2C(=O)CC3(CCCC3)CC2=O)cc1	i	i
53	O=C(C(Cl)Cl)N1CCN(Cc2ccccc2)CC1	i	i
54	COc1ccc(NC(=O)NC2(C(=O)N3CCCCCC3)CCCCC2)cc1	i	i
55	C=CCOc1ccc(CNc2nccs2)cc1OCC	i	i
56	O=C(NCc1ccc2c(c1)OCO2)C(=O)Nc1ccccc1	i	i
57	CNC(=S)Nc1cccc(C(=O)O)c1	i	i
58	Cc1cc(NC(=O)c2cccc(S(=O)(=O)N3CCCCC3)c2)no1	i	i
59	O=C(O)c1cc(NC(=O)C2CCCO2)cc(C(=O)O)c1 (configuration not stated)	i	i
60	COc1ccc(NC(=O)c2cnn(-c3ccccc3)c2C)cc1	i	i

Sorted by length of the SMILES (ascending): some entries from above.
item	Compound	CHT inh	KCNQ2 inh
56	O=C(NCc1ccc2c(c1)OCO2)C(=O)Nc1ccccc1	i	i
59	O=C(O)c1cc(NC(=O)C2CCCO2)cc(C(=O)O)c1 (configuration not stated)	i	i
43	CC(C)c1cc(N2CCOCC2)n2ncc(-c3ccccc3)c2n1	i	i
41	COc1ccccc1C(=O)NC(=O)COC(=O)c1nc(Cl)ccc1Cl	i	i
48	Cc1ccccc1OCC(=O)Nc1sc2c(c1C#N)CC(C)(C)NC2(C)C	i	i
51	Cc1ccc(NC(NC(=O)c2ccccc2[N+](=O)[O-])C(Cl)(Cl)Cl)cc1 (configuration not stated)	i	i

(next part)
item	Compound	CHT inh	KCNQ2 inh
61	CCCCC(=O)Nc1ccc2c(c1)nc1n2CCOC1	i	i
62	CCOC(=O)N1CCC(c2[nH][nH]c(=O)c2C)CC1	i	i
63	Cc1ccc(S(=O)(=O)N2[C@@H](c3ccc(Cl)cc3)C(C(=O)O)=CC[C@H]2c2ccc3c(c2)OCO3)cc1	i	·
64	Cc1ccc(C(=O)CN(C(=O)c2ccc(Cl)c(Cl)c2)N2C(=O)C3C4C=CC(C4)C3C2=O)cc1 (configuration not stated)	i	i
65	CN1CCN(CC(=O)N2c3ccc(S(=O)(=O)NCCNC(=O)OC(C)(C)C)cc3C(=O)Nc3cccnc32)CC1	i	i
66	O=C(Nc1cccc(F)c1)[C@@H]1CCCN1	i	i
67	O=C(NC(=S)NCCSc1ccccc1)c1cccnc1	i	i
68	COC(=O)C1CCN(C(=O)COC(=O)CC(NC(C)=O)c2ccccc2)CC1 (configuration not stated)	i	i
69	COc1ccc(NC(=O)CN2C(=O)C(c3ccccc3)=NC23CCCCCC3)cc1OC	i	i
70	Cn1c(SCC(=O)N2CCOCC2)nc2cccnc21	i	i
71	Clc1ccc(SCCCCn2ccnc2)cc1	i	i
72	Cc1[nH]nc(Nc2ccc(O)cc2)c1[N+](=O)[O-]	i	i
73	O=C(CSc1nnc(CNC(=O)c2cccc(C(F)(F)F)c2)o1)NC1CCCCC1	i	i
74	Cc1cccc(NC(=O)C2CC(=O)NC(Nc3nc4ccccc4s3)=N2)c1 (configuration not stated)	i	i
75	COc1cccc2c(=O)n(CC(=O)Nc3ccc(F)cc3F)ccc12	i	i
76	Cc1ccc(NC(=O)CCn2nc([N+](=O)[O-])cc2C)nc1	i	i
77	CC(C)NC(=S)NN=C1CCC(c2ccccc2)CC1 (configuration not stated)	i	i
78	Cn1cc(/C=C2\SC(=O)NC2=S)c2ccccc21	i	i
79	CCNC(=O)COc1ccc2ccccc2c1	i	i
80	Cc1cccc(OCCOC(=O)c2c(-c3ccccc3)noc2C)c1	-5.4*	i
81	CC1CC1C(=O)N(CCC1=CCCCC1)c1c(N)n(Cc2ccccc2)c(=O)[nH]c1=O (configuration not stated)	i	i
82	COC(=O)c1ccc(NC(=O)c2ccc(NS(=O)(=O)c3cccc4cccnc34)cc2)cc1	i	i
83	OCCNC(=S)c1ccccc1	i	i
84	CC(=O)Nc1cccc(C(=O)OCC(=O)Nc2nnc(-c3ccccc3)o2)c1	i	i
85	CCN(C)Cc1c(C(=O)N2CCc3ccccc3C2)nc2ccc(Cl)cn12	i	i
86	Cc1cc(NC(=O)CSc2nnc(CNc3cccc(C(F)(F)F)c3)n2Cc2ccco2)no1	i	i
87	COc1cc(C)c(S(=O)(=O)NCCCn2ccnc2)cc1C	i	i
88	COc1ccccc1-n1cnc2sc(-c3ccccc3)cc2c1=O	i	i
89	COC(=O)c1c(NC(=O)C2CC=CCC2C(=O)O)sc(C)c1C (configuration not stated)	i	i
90	CCCCN(CC)CCNC(=O)c1cc2c(=O)n(C)c3ccccc3c2n1C	i	i
91	c1cc2c(cc1CN1CCN(C3CCCCCC3)CC1)OCO2	i	i
92	CCN(CC)c1ccc(CNc2nc3ccccc3n2CC)cc1	i	i
93	O=C(OCC(=O)N1CCCC1)c1cc(Br)ccc1Cl	i	i
94	NS(=O)(=O)c1ccc(NC(=S)N2CCN(c3cccc(Cl)c3)CC2)cc1	i	i
95	COc1cc(/C=C2/SC(=S)N(CC3CCCO3)C2=O)ccc1O (configuration not stated)	i	i
96	c1ccc2c(-c3nnc4n3CCCCC4)cc(-c3ccncc3)nc2c1	i	i
97	CCOC(=O)c1c(C)n(C)c2ccc(OC)c(NC(=O)c3cccs3)c12	i	i
98	COc1cc(-c2c(-c3ccc4c(c3)OCO4)noc2C)ccc1F	i	i
99	COc1cc(C(C2C(=O)CC(C)(C)CC2=O)C2C(=O)CC(C)(C)CC2=O)ccc1OC(C)=O	i	i
100	CCOC(=O)NCCOC(=O)Nc1ccc(Cl)cc1	i	i
101	CCCN1CCN(C(=O)C(NC(=O)c2ccco2)C(C)C)CC1 (configuration not stated)	i	i
102	CN1/C(=C\C=C(/C#N)C(=O)Nc2ccc(Cl)cc2)C(C)(C)c2ccccc21	i	i
103	Cc1ccc(NS(=O)(=O)c2cc(C(=O)N3CCN(C)CC3)ccc2C)cc1C	i	i
104	Cc1ccc(C(=O)/C=C/N(C)C)o1	i	i
105	CCCCN(CCCC)c1nc2ccccc2nc1C(C#N)C(=O)NCCCOC (configuration not stated)	i	i
106	Cn1c(C(=O)NC2CC2)cc(=O)n(C)c1=O	i	i
107	O=C(CN1CCOc2ccccc21)NCc1ccc(F)cc1	i	i
108	CC(=O)NC(CC(=O)OCC(=O)Nc1ccc2c(c1)OCO2)c1ccccc1 (configuration not stated)	i	i
109	Cc1ccc(Cn2c(=N)c(C(=O)NCC3CCCO3)cc3c(=O)n4cccc(C)c4nc32)cc1 (configuration not stated)	i	i
110	O=C(NNC(=O)c1ccccc1-c1ccccc1C(=O)O)c1ccccc1	i	i
111	CCN(Cc1ccncc1)C(=O)c1cc(COc2ccc(OC)cc2Cl)on1	i	i
112	Cc1nc(SCC(=O)N2CCOCC2)c2c(C)c(C)sc2n1	i	i
113	Cc1ccc(C(=O)NC(=S)Nc2ccc3[nH]c(=O)[nH]c3c2)c(C)c1	i	i
114	O=S(=O)(Nc1ccc(-c2ccc3nncn3n2)cc1)c1cccc(F)c1	i	i
115	Cc1ccccc1C(OCCN(C)C)C1CCCCC1 (configuration not stated)	i	i
116	N#C/C=C/N1CCN(Cc2ccc3c(c2)OCO3)CC1	i	i
117	Cc1ccc(C(=O)NN2CCOCC2)cc1	i	i
118	CN(C)c1cccc(C(=O)OCC(=O)Nc2nccs2)c1	i	i
119	Cc1cccc(N(C(=O)CCC(=O)Nc2cccnc2)C(C(=O)NC2CCCC2)c2ccncc2)c1 (configuration not stated)	i	i
120	COc1cccc(C(=O)Nc2ccccc2C(=O)NC2CC2)c1	i	i

Next entries follow:
item	Compound	CHT inh	KCNQ2 inh
121	COc1cc(CN(CCN(C)C)Cc2ccccc2)ccc1OCc1ccccc1	i	i
122	CC1=C(/C=C/C(C)=N\NC(=O)c2ccncc2)C(C)(C)CCC1	i	i
123	CSc1sc(C(=O)NNC(=O)c2ccc(Cl)cc2)c2c1C=CCC2	i	i
124	COc1ccc(CC(=O)NC(CC(=O)O)c2ccc(OC)cc2)cc1 (configuration not stated)	i	i
125	COCCn1nnnc1C(C(C)C)N1CCSCC1 (configuration not stated)	i	i
126	Cn1nnc2cc(C(=O)Nc3cccnc3)ccc21	i	i
127	Cc1ccc(-n2nnnc2SCC(=O)Nc2nc(-c3ccc(F)cc3)cs2)cc1C	i	i

One compound at a time, from the list above:
Shown for COc1cc(C(C2C(=O)CC(C)(C)CC2=O)C2C(=O)CC(C)(C)CC2=O)ccc1OC(C)=O = CHT inh: i; KCNQ2 inh: i
Shown for CCN(Cc1ccncc1)C(=O)c1cc(COc2ccc(OC)cc2Cl)on1 = CHT inh: i; KCNQ2 inh: i

From PubChem BioAssay
